GLP1R cytotox = cytotoxic in the GLP-1 receptor inverse agonist counter-screen | HEK293 cAMP-luciferase reporter cells, luminescence, 24 h | Potency, µM (top dose mostly 38.3 µM), for inactives: at the highest dose activity change, negative = inhibition, hits mostly inhibitors | 0.13% of 410,000 active;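 note: loss of luciferase light is scored as toxicity; % is set by controls: 0 for no effect and ±100 for the full control effect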
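Luminescence readout: signal drop marks cytotoxicity. Plated cells grew 12 h at 37 °C, 5% CO2, received 23 nL compound for 24 h, then got luciferase reagent, read after 12 min at RT.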
HT1080 IDH1KD tx = kills HT-1080 cells with IDH1 knockdown. HT-1080 IDH1 knockdown viability, ATP luminescence, 48 h. 2% of 360,000 active. Potency, µM (top dose mostly 46.1 µM), for inactives: top-dose activity, negative = toxicity, actives largely listed as cytotoxic. AID 686971;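 note: 0% = DMSO wells and -100% = cell-free medium wells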
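In this qHTS, HT-1080 cells depleted of IDH1 are exposed for 48 h at 37 °C to compound titrations. Toxicity is scored from CellTiter-Glo luminescence, with DMSO as full viability and medium alone as none.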
KB-V1 cytotox = kills drug-selected multidrug resistant KB-V1 cells; KB-V1 MDR cells viability, CellTiter-Glo, 72 h; Potency, µM (doses to about 46.1 µM), without a hit: top-dose activity change, negative = cytotoxicity, usual class: cytotoxic; 3.4% of 400,000 active; AID 1347076; note: % is set by controls: 0 for no effect and ±100 for the full control effect; nearly all actives have a fitted effect of over 60% in size
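KB-V1 MDR subline cells in DMEM (phenol-red free, 10% FBS) exposed to compounds in qHTS concentration series for 72 h at 37 degrees C. Viability read by CellTiter-Glo luminescence; concentration-effect curves fitted after normalization and correction.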
TDP43 rescue = inhibitors of TDP-43 toxicity in yeast; TDP-43 expressing yeast growth rescue, BacTiter-Glo, 24 h; Potency, µM (titrated, usually from 46.1 µM), for inactives: at the highest dose growth rescue (activation), hits mostly activators; 1.8% of 410,000 active; AID 652104; note: % of control where 0% means no effect; nearly all actives have a fitted effect of over 50% in size
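Yeast expressing TDP-43 (pregrown in raffinose, seeded at OD600=0.02 in galactose medium) exposed to compounds 24 hr at 30 deg C. Growth read by BacTiter-Glo luminescence; rescue of toxicity appears as increased signal.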
KB-3-1 tox = KB-3-1 parental cell cytotoxicity | KB-3-1 viability, CellTiter-Glo ATP luminescence, 72 h | Potency, µM (top dose mostly 46.1 µM), inactives show at the highest dose activity change, negative = cytotoxic, hits mostly cytotoxic | 1.4% of 400,000 active | AID 1347075; note: % is set by controls: 0 for no effect and ±100 for the full control effect; nearly all actives have a fitted effect of over 60% in size
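Screening of KB-3-1 cells (DMEM, 10% FBS, phenol-red free) ran from lowest to highest compound concentration; after 72 h at 37 °C viability was read luminescently and curves fitted.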
GLP-1R agonist = agonists of human GLP-1 receptor; 0.007% of 380,000 active; HEK293 GLP-1R CRE-luciferase, luminescence, 4-6 h; cells express a hypersensitive GLP-1R form; AID 624172; Potency, µM (doses to about 45.6 µM), for inactives: at the top dose activation, hits mostly activators; note: % of control where 0% means no effect
SW480 rerep = DNA re-replication induction in SW480 cells. SW480 DNA re-replication, Hoechst DNA content imaging, 48 h. Potency, µM (top dose mostly 46.1 µM), inactives show at the highest dose re-replication activation, actives largely listed as activators. 1.8% of 340,000 active. AID 624297; note: % of control where 0% means no effect; nearly all actives have a fitted effect of over 55% in size
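250 cells/well; 23 nL cpd via pin tool; 48 hr, 37 C, 5% CO2; Hoechst 40 min; imager read of total nuclear intensity, ex 405/em 500-530 nm.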
HT1080-NT tox = kills 2HG-producing HT-1080-NT fibrosarcoma cells. HT-1080-NT fibrosarcoma viability, CellTiter-Glo ATP luminescence, 48 h. Potency, µM (series often up to 46.1 µM), for the others: at the top dose activity, negative = less viability, hits mostly cytotoxic. 1.6% of 360,000 active. AID 686970;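 note: NT is the 2HG producing partner of a matched IDH1 knockdown line; 0% = DMSO-treated cells and -100% = media-only wells without cells; nearly all actives have a fitted effect of over 55% in size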
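Viability of the 2HG-overproducing fibrosarcoma line after 48 hours of compound exposure at 37 degrees C was determined by luminescence with CellTiter-Glo, and concentration-effect curves were then fitted and categorized.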
GLP-1R inv ag = inverse agonists of human GLP-1 receptor | HEK293 GLP-1R CRE-luciferase, luminescence, 24 h; GLP-1R form is constitutively active | Potency, µM (series often up to 38.3 µM), inactives show top-dose activity change, negative = inhibition, usual class: inhibitors | P43220 | 1.6% of 410,000 active | AID 624417; note: % is set by controls: 0 for no effect and ±100 for the full control effect; nearly all actives have a fitted effect of over 55% in size
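Readout was luciferase luminescence, measured 12 min after detection reagent at room temperature. Beforehand, GLP-1R reporter HEK293 cells had sat 12 h, then received compounds for 24 hr at 37 deg C.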
* marks the source's active call; other numbers are inactive results; ? = inconclusive; nt = not tested or not shown; & = joins results of further samples; [ ] = another dose, or the depositor's remark. Calls come from the whole dose curve; as a rule, active = well fitted curve in the direction sought with a large enough effect; inconclusive = small, poorly fitted or top-dose-only effect, or another doubt; inactive = no such curve, though single readings can be large; an effect the other way counts as inactive or inconclusive. Potency is the fitted concentration of half-maximal effect. Compounds as they come. About 9.4% of those tested had a hit in this group.

cpd | compound | HT1080-NT tox | GLP-1R agonist | KB-3-1 tox | SW480 rerep | TDP43 rescue | KB-V1 cytotox | HT1080 IDH1KD tx | GLP1R cytotox | GLP-1R inv ag
1 | COc1ccc(C(=O)NC2CCCN(Cc3ccc(Cl)cc3)C2)c(OC)c1 (stereo not given) | ? | 12% | ? | 1% | -2% | ? | -17% | -16% | 7.9µM*
2 | CCOc1ccccc1CNC(=O)CNC(=O)c1cccs1 | 4% | -2% | 1% | 1% | 10% | -5% | 1% | -16% | ?
3 | Cc1ccc(C)c(S(=O)(=O)N2C(=S)NC(=O)C2C(C)C)c1 (stereo not given) | -2% | -15% | 0% | -5% | 35µM* | ? | 5% | 19% | 3%
4 | O=C(CSc1nc2ccccc2c(=O)n1-c1ccc(F)cc1F)NC1CCS(=O)(=O)C1 (stereo not given) | -1% | -3% | -2% | nt | 5% | -2% | -3% | -3% | 2%
5 | CC(=O)/C=C(/C)NC(Cc1c[nH]c2ccccc12)C(=O)O (stereo not given) | 6%&8% | 0%&-14% | 10%&-1% | ? | -8%&1% | ? | 5%&7% | -4%&1% | 10%&-4%
6 | COc1cc(-c2nnc(SCC(=O)Nc3ccc(F)c(Cl)c3)o2)cc(OC)c1OC | nt | nt | 2% | nt | 0% | ? | nt | 1% | -1%
7 | CNC(=O)c1cc(C)c(-c2ccccc2)s1 | 2% | 18% | 0% | 2% | 18% | 10% | 0% | 2% | 3%
8 | CCn1c(CNC(=O)c2ccc(OC)cc2)nnc1SCC(=O)Nc1cc(C)ccc1C | nt | 1% | -2% | nt | -4% | 3% | nt | 6% | -15%
9 | O=C(Nc1ccc(C(=O)O)cc1)/C(=C\C=C\c1ccccc1)NC(=O)c1cccc(Br)c1 | ? | 2% | 0% | ? | -3% | 15% | ? | -9% | 3%
10 | Cc1cc(C(=O)NCCC2=CCCCC2)c(C)o1 | 5%[9.24 µM] | -11% | -4% | ? | -26% | 1% | ? | 13% | 0%
11 | CCCN(c1ccccc1F)S(=O)(=O)c1ccc2c(c1)C(C)(C)C(=O)N2C | nt | nt | 1% | nt | 0% | -19% | nt | 2% | -24%
12 | CC1(C)[C@H](C(=O)O)N2C(=O)C[C@H]2S1(=O)=O | 1% | 0% | 0% | -2% | 24% | ? | 9% | 6% | 14%
13 | CCOc1ncccc1C(=O)N=C1SCCN1C(=O)c1cccnc1OCC | 1% | 14% | 25% | -18% | 4%[9.22 µM] | -12% | 12% | 3% | 20%
14 | CCN=C1S/C(=C\c2ccc(Sc3ccc(Cl)cc3)o2)C(=O)N1CC | -1% | 9% | ? | ? | -17% | -17% | -1% | -1% | 74%[activator]
15 | Cc1sc2ncn(CC(=O)N3CCN(c4ccc(F)cc4)CC3)c(=O)c2c1S(=O)(=O)N1CCCCC1 | nt | nt | 2% | nt | 8% | 2% | nt | -3% | -11%
16 | O=c1[nH]c2ccccc2nc1CCc1ccccc1 | 7% | 1% | 1% | -3% | ? | -18% | 1% | -9%[7.66 µM] | 8%[7.66 µM]
17 | Cc1noc(Cn2c(=O)c3cc4c(cc3n(CC(=O)Nc3ccccc3F)c2=O)OCO4)n1 | nt | nt | 8% | nt | 11% | 3% | nt | 6% | 1%
18 | O=C(CSc1nnnn1-c1cccnc1)NCc1cccs1 | -3% | 3% | 7% | -4% | 0% | 15% | -1% | 75%[activator] | 3%
19 | COc1ccccc1Oc1ccc(S(=O)(=O)N2CCCCC2)cc1NC(=O)CCNC(C)=O | -1% | -8% | 12% | -8% | 20% | ? | 2% | -9% | 14%
20 | Cc1ccccc1OCCn1cc(/C=C(\C#N)C(=O)NCc2ccco2)c2ccccc21 | -6% | 0% | -7% | -7% | 13% | -1% | 0% | 2% | 12%

Single entries from the list.
#13 in HT1080-NT tox reads 1%
#9 in GLP-1R inv ag reads 3%
#8 in TDP43 rescue reads -4%
#11 in GLP1R cytotox reads 2%
#5 in GLP-1R inv ag reads 10%&-4%

Structures listed so far that have a COOH group:
cpd | compound | HT1080-NT tox | GLP-1R agonist | KB-3-1 tox | SW480 rerep | TDP43 rescue | KB-V1 cytotox | HT1080 IDH1KD tx | GLP1R cytotox | GLP-1R inv ag
5 | CC(=O)/C=C(/C)NC(Cc1c[nH]c2ccccc12)C(=O)O (stereo not given) | 6%&8% | 0%&-14% | 10%&-1% | ? | -8%&1% | ? | 5%&7% | -4%&1% | 10%&-4%
9 | O=C(Nc1ccc(C(=O)O)cc1)/C(=C\C=C\c1ccccc1)NC(=O)c1cccc(Br)c1 | ? | 2% | 0% | ? | -3% | 15% | ? | -9% | 3%
12 | CC1(C)[C@H](C(=O)O)N2C(=O)C[C@H]2S1(=O)=O | 1% | 0% | 0% | -2% | 24% | ? | 9% | 6% | 14%

Back to the main list, repeating the 3 entries before the break.
cpd | compound | HT1080-NT tox | GLP-1R agonist | KB-3-1 tox | SW480 rerep | TDP43 rescue | KB-V1 cytotox | HT1080 IDH1KD tx | GLP1R cytotox | GLP-1R inv ag
18 | O=C(CSc1nnnn1-c1cccnc1)NCc1cccs1 | -3% | 3% | 7% | -4% | 0% | 15% | -1% | 75%[activator] | 3%
19 | COc1ccccc1Oc1ccc(S(=O)(=O)N2CCCCC2)cc1NC(=O)CCNC(C)=O | -1% | -8% | 12% | -8% | 20% | ? | 2% | -9% | 14%
20 | Cc1ccccc1OCCn1cc(/C=C(\C#N)C(=O)NCc2ccco2)c2ccccc21 | -6% | 0% | -7% | -7% | 13% | -1% | 0% | 2% | 12%
21 | CCOC(=O)c1ccc(NS(=O)(=O)c2ccc3c(c2)CCCN3C(C)=O)cc1 | -10% | 3% | -20% | -3% | 2% | -4% | ? | 19% | 19%
22 | Cc1ccc(S(=O)(=O)NCCC(=O)NC2CCCC2)cc1 | 21% | 7% | 6% | -10% | -12% | 6% | -2% | -12% | 1%
23 | C=C(C)C1CC=C(C)/C(=N\NC(=O)CNc2cccc3ccccc23)C1 (stereo not given) | -1% | 2% | 5% | 1% | 7% | 7% | 0% | 4% | -12%
24 | CCCc1cnc2c(c1SCC(=O)Nc1ccccc1F)c(=O)n(C)c(=O)n2C | nt | nt | -12% | nt | 9% | -4% | nt | 27% | 20%
25 | O=C(O)CCn1cc(-c2ccc(F)cc2)nc1-c1ccncc1 | 19% | -2% | 0% | -3% | -4% | -2% | 7% | 1% | 8%
26 | Cc1ccccc1N1CCN(CC(=O)Nc2nc(C)c(C(=O)N(C)C)s2)CC1 | 8% | -3% | 9% | -65%[inhibitor] | -17% | -1% | 16% | 0% | 1%
27 | CNC(=O)C(=O)Nc1nc(C23CC4CC(CC(C4)C2)C3)cs1 | 0% | 0% | 10% | ? | -33%[inhibitor] | -8% | -4% | -8% | 18%
28 | C/C(=N\NC(=O)c1ccccc1)c1cccc(Br)c1 | ? | 4% | 17% | -16% | -17%[9.22 µM] | 3% | 7% | -13% | 3%
29 | CCCCc1cc(=O)oc2c(CN3CCCC3)c(O)c(Cl)cc12 | 1% | -9% | 16% | ? | ? | -28% | 5% | 294%[activator] | -3%
30 | COc1ccccc1-n1nnnc1SCc1cc2c(cc1Br)OCO2 | -10% | 4% | 0% | -1% | 18% | -26% | -15% | 5% | ?
31 | CCCCn1c(=O)c(-[n+]2ccccc2)c([O-])c2ccccc21 | 9% | -20% | 14% | -4% | -12% | 1% | 9%[9.24 µM] | 1% | 17%
32 | CC12CCC(=O)N1C(C(=O)N1CCN(S(=O)(=O)c3ccc(Br)cc3Cl)CC1)CS2 (stereo not given) | -10% | 8% | -5% | -269%[inhibitor] | -23% | -49% | -8% | 8% | ?
33 | O=C(O)CCc1ccc(-c2ccccc2)n1CC(=O)Nc1ccccc1C(F)(F)F | nt | nt | 17% | nt | 24% | 24% | nt | 0% | 0%
34 | CCn1cc(CCCC(=O)NCc2ccccc2OC)c2ccccc21 | -2% | -4% | -10% | -11% | -9% | -12% | -13% | 4% | ?
35 | COc1ccc(CCNS(=O)(=O)c2ccc(OC)cc2)cc1 | 1% | 6% | -6% | -4% | 22% | ? | 3% | -10% | 7%
36 | COc1cccc(CN2CC(C(=O)N(C)C3CCOCC3)CCC2=O)c1 (stereo not given) | 12% | 2% | 10% | -20% | 5% | ? | 4% | 1% | 2%
37 | CC(C)CNC(=O)C1(C)CCCN1Cc1ccccc1OC(F)F (stereo not given) | -11% | -3% | 4% | nt | -3% | ? | 3% | 3% | ?
38 | CN(C)S(=O)(=O)c1ccc(Cl)c(NC(=O)CN2CCc3ccccc3C2)c1 | -15% | 21% | 0% | 1% | -9% | 0% | -6% | 0% | ?
39 | CC1(Oc2ccc3ccccc3c2)CCN(Cc2ccc(OC(F)(F)F)cc2)C1 (stereo not given) | 17% | -3% | 0% | nt | -15% | 6% | 16% | 7% | -12%
40 | CCCNC(=O)C1(C)CCN(C(=O)c2ccc3snnc3c2)C1 (stereo not given) | 23% | 0% | 0% | nt | 12% | -3% | 4% | 7% | 60%[activator]

cpd | compound | HT1080-NT tox | GLP-1R agonist | KB-3-1 tox | SW480 rerep | TDP43 rescue | KB-V1 cytotox | HT1080 IDH1KD tx | GLP1R cytotox | GLP-1R inv ag
41 | CCOC(=O)c1nc(C)nc(Sc2n[nH]c(-c3ccc(C(C)(C)C)cc3)n2)c1C | -6% | -7% | 2% | 4% | ? | -2% | -4% | -14% | 10µM*
42 | COc1ccc(S(=O)(=O)N2c3cc(C)ccc3OCC2C(C)(C)C)cc1 (stereo not given) | 5.8µM* | -1% | 5.8µM* | 5.8µM* | 10% | 5.2µM* | 5.8µM* | -22% | 5µM*
43 | O=C1c2ccccc2C(=O)N1c1ncc(Cc2ccc(Cl)cc2)s1 | 7% | -6% | 2% | -2% | -12% | -17% | -5% | 9% | 36%[activator]
44 | O=C(COc1ccccc1)N1CCc2ccccc21 | -3% | 4% | 23% | ? | 0% | -24% | 0% | 4% | -18%
45 | Cc1cc(C)nc(Nc2n[nH]c(COc3ccccc3)n2)n1 | 29% | -14% | 15% | -4% | -1% | -10% | 23% | -22% | 1%
46 | O=C(Cc1ccccc1)N/N=C/c1ccccc1OCc1ccc(Cl)cc1 | -5% | 9% | 6% | ? | 12% | -27% | -20% | -7% | 1%

Bioassay records (PubChem BioAssay)
